FLuc counter: counter-screen for miR-21 project: firefly luciferase inhibitors or activators; P08659; purified FLuc, Km substrates, luminescence inhibition; Potency, µM (series often up to 57.5 µM), for inactives: at the top dose activity change, negative = inhibition, hits mostly inhibitors; 360,000 tested, 6.9% active; active means well fitted inhibition curve with a large enough effect; inconclusive means small, poorly fitted or top-dose-only effect;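 further: plate controls were vehicle for no effect and reference inhibitor for full effect; nearly all actives have a fitted effect of over 55% in size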
Target sequence (P08659 whole entry, looked up): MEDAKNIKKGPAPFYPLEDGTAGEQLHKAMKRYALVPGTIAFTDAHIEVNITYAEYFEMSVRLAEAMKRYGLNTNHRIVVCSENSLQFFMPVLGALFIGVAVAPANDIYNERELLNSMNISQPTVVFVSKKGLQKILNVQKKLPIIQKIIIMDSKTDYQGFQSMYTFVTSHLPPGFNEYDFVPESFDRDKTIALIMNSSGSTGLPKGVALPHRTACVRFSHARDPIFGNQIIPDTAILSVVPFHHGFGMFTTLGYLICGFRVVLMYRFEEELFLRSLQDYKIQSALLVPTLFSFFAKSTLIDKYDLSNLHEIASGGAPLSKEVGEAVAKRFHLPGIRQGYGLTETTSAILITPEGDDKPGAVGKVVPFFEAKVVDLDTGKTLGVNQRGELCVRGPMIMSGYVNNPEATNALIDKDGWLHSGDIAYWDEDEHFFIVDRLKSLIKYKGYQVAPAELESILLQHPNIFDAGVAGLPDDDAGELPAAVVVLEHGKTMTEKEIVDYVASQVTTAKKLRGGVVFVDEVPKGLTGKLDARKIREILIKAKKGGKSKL
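Purified P. pyralis luciferase, 10 nM final, with Km-level 10 uM D-luciferin and 10 uM ATP in 50 mM Tris acetate pH 7.5, 10 mM Mg acetate, 0.01% Tween-20, 0.05% BSA; 6-point qHTS titration about 60 µM downward; luminescence read.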
Numbers without * were called inactive; ? = inconclusive. Potency means the concentration at half of the fitted maximal effect.

item	mol	FLuc counter
1	COc1ccc(C2CC(=O)c3cc(-c4nc(-c5cccc(Cl)c5)cs4)c(=O)[nH]c3C2)cc1 (configuration not stated)	-1%
2	COc1cccc(CNC(=O)CN2C(=O)N(c3cc(C)ccc3C)S(=O)(=O)c3ccccc32)c1OC	5%
3	COCCN1CCc2nc(SCC(=O)Nc3ccc(C)c(Cl)c3)[nH]c(=O)c2C1	0%
4	CCOc1cccc2c1Oc1nc(-c3ccccc3)nc(SCC(=O)Nc3ccc(F)cc3)c1C2	-5%
5	CCOC(=O)c1c(NC(=O)c2ccccc2OCC)sc2c1CCC(CC)C2 (configuration not stated)	-3%
6	CC(=O)Nc1c(C)nn(-c2ccccc2)c1N1CCC(C(=O)Nc2ccccc2F)CC1	-9%
7	COc1cc(OC)c(NS(=O)(=O)c2ccc3oc(=O)c4ncn(C)c4c3c2)cc1Cl	-12%
8	Cc1ccccc1C(=O)n1nc(-c2cccnc2)nc1NCc1ccc(F)cc1	-7%
9	Cc1ccc(C)c(N2CCN(C(=O)CSCc3ccccc3Cl)CC2)c1	-12%
10	CCCCS(=O)(=O)c1oc(-c2ccc(F)cc2)nc1S(=O)(=O)c1ccc(C)cc1	-10%
11	Cc1oc(C)c2c(=O)cc(-c3ccc4c(c3)OCO4)cc(OC(=O)c3ccc(Cl)cc3)c12	-13%
12	Cc1ccsc1CN(C(=O)COc1ccccc1Cl)C1CCS(=O)(=O)C1 (configuration not stated)	1%
13	CCOc1ccccc1CNC(=O)CCCN1C(=O)COc2ccc(C)cc21	-12%
14	CCc1ccccc1NC(=O)CN1C(=O)COc2ccc(S(=O)(=O)N3CCCCCC3)cc21	-1%
15	CCN(c1cccc(C)c1)c1ncnc2c1cnn2-c1cccc(Cl)c1	?
16	Cc1noc(-c2ccc(-c3noc(-c4ccccc4)n3)cc2)n1	?
17	Cc1cc(F)ccc1Nc1nc2ccc(Cl)cc2n2cnnc12	3%
18	Cc1cccc(-n2ncc(C(=O)N3CCOCC3)c2C2CCN(C(=O)OC(C)(C)C)CC2)c1	0%
19	COc1ccc(N2CCN(C(c3ccc(F)cc3)c3sc4nc(-c5ccco5)nn4c3O)CC2)cc1 (configuration not stated)	?
20	Cc1cc(C)cc(-n2c(SCC(N)=O)nc3c(oc4ccccc43)c2=O)c1	1%
21	CCn1cc(S(=O)(=O)c2ccc(Cl)cc2)c(=O)c2cc(F)c(N3CCOCC3)cc21	-1%
22	CC(=O)c1ccc(NC(=O)c2cc3c([nH]c2=O)CC(c2ccccc2)CC3=O)cc1 (configuration not stated)	-7%
23	CCCCOc1cccc(C(=O)Nc2cccc3ccc(C)nc23)c1	-5%
24	CCOC(=O)c1ccc(NC(=O)C2CCCN(c3ccc(Sc4ccc(C)cc4)nn3)C2)cc1 (configuration not stated)	-19%
25	O=C(CC1C(=O)N(c2ccccc2)C(=O)N1Cc1ccc(F)cc1)Nc1cccc(F)c1 (configuration not stated)	-8%
26	Cc1ccc(CNC(=O)Cn2cc(S(=O)(=O)Cc3ccccc3Cl)c3ccccc32)cc1	-16%
27	Cc1cc(N2CCC(C(=O)NCCC(C)C)CC2)n2nc(C)c(-c3ccc(Cl)cc3)c2n1	-6%
28	Cc1ccc(NC(=O)C2CCCN2S(=O)(=O)c2ccc3nc(-c4ccccc4)[nH]c3c2)cc1F (configuration not stated)	-14%
29	COc1ccc(-c2c3c(=O)n(C)c(=O)n(C)c3c3n2-c2ccccc2NC3c2ccco2)cc1 (configuration not stated)	3%
30	CCOc1ccc(N(CC)C(=O)Cn2cnc3sc(C)c(S(=O)(=O)N4CCN(c5ncccn5)CC4)c3c2=O)cc1	-8%
31	CS(=O)(=O)c1ccc(-c2csc(N3CCC(C(N)=O)CC3)n2)cc1	-9%
32	COc1ccc(OC)c(CNC(=O)C2CCN(c3nc4ccccc4nc3C(F)(F)F)CC2)c1	-1%
33	CCOC(=O)c1c(C)[nH]c(C)c1S(=O)(=O)NCC(=O)N1CCN(c2ccccc2OC)CC1	-1%
34	Cc1ccc2oc(-c3cc(NC(=O)c4ccc5c(c4)OCCO5)cc(C)c3O)nc2c1	?
35	Cc1ccc(Cl)cc1N1CCN(C(=O)CCn2c(=O)c3cccn3c3cccnc32)CC1	-2%
36	Cc1ccc(CNC(=O)c2cc(=O)c3cc(C)cc(C)c3o2)cc1	-5%
37	CCn1c2c(c(=O)n3ncc(C(=O)N4CCN(c5ccc(C(C)=O)cc5)CC4)c13)CN(Cc1ccc(OC)cc1)CC2	-15%
38	CCOc1ccc(NC(=O)C2CCCN(c3ccc(Sc4ccc(C)cc4)nn3)C2)cc1 (configuration not stated)	5%
39	CCc1nn2c(=O)cc(COC(=O)c3ccccc3)nc2s1	17µM*
40	COc1ccc(C(=O)NCC(c2ccco2)S(=O)(=O)c2cccs2)cc1 (configuration not stated)	-7%
41	Cc1csc2nc(COC(=O)CNC(=O)c3ccccc3)cc(=O)n12	-6%
42	CC(C)(C)OC(=O)N1CCC(c2c(C(=O)N3CCN(c4ccccn4)CC3)cnn2-c2ccc(F)cc2F)CC1	-5%
43	COC(=O)c1cc2oc(C)cc2n1CC(=O)Nc1cc(Cl)ccc1OC	-2%
44	Cc1ccc2ncc(C(=O)Nc3ccc(F)cc3F)c(=O)n2c1	4%
45	Cc1cc(C)cc(-n2ccn3c(CC(C)(C)CC(=O)O)nnc3c2=O)c1	-5%
46	Cc1ccc(NC(=O)Cn2c(=O)ccc3cc(S(=O)(=O)N4CCC(C)CC4)ccc32)cc1C	-6%
47	Cc1ccc(C)c(CN2C(=O)c3ccccc3S(=O)(=O)c3ccc(C(=O)Nc4ccccc4C(F)(F)F)cc32)c1	-4%
48	CCN1CCN(C(=O)c2ccc3c(c2)N(Cc2c(F)cccc2Cl)C(=O)c2ccccc2S3)CC1	0%
49	O=C(Cn1ncc2c3ccccc3n(Cc3ccccc3F)c2c1=O)N1CCCCCC1	-1%
50	CNC(=O)c1c(NC(=O)c2ccc(S(=O)(=O)N3CCCCC3)cc2)sc2c1CCC2	-3%
51	COc1ccc(N2CC(NC(=O)COc3ccc4ccccc4c3)CC2=O)cc1OC (configuration not stated)	6%
52	Cc1cccc(CSc2nnc3[nH]c(=O)cc(-c4ccccc4)n23)c1	?
53	O=C(CCCn1c(=O)c2cccn2c2cccnc21)Nc1ccccc1Br	1%
54	CCOCCCNc1ncnc2c1cnn2-c1ccc(C)c(C)c1	11µM*
55	Cc1ccc(NC(=O)Nc2c[nH]c(=O)[nH]c2=O)c(Cl)c1	-1%
56	Cc1ccc(NC(=O)CN2C=NS(=O)(=O)c3ccccc32)cc1	-1%
57	COCCn1c(C)cc(O)c(C(c2ccccc2)N2CCN(c3ccc(F)cc3)CC2)c1=O (configuration not stated)	5%
58	O=c1[nH]c2ccc(NS(=O)(=O)c3ccc(F)cc3)cc2s1	-9%
59	CCN(CC)S(=O)(=O)c1ccc2c(c1)N(CC(=O)NCCCN1CCN(c3cc(Cl)ccc3C)CC1)C(=O)CO2	4%
60	CCOc1ccccc1NC(=O)C1=C(C)Nc2ncnn2C1c1sccc1C (configuration not stated)	-13%

The list goes on:
item	mol	FLuc counter
61	Cc1ccc(C(C)C)c(OCC(O)CN2CCN(c3ccccc3F)CC2)c1 (configuration not stated)	-6%
62	Cc1cn2c(=O)c(S(=O)(=O)NCc3ccccc3Cl)c(C)nc2s1	-6%
63	CCCC(=O)Nc1ccc(-c2nc3ncccc3o2)cc1C	-17%
64	CCOc1ccc(NC(=O)CCS(=O)(=O)c2ccc3nc(C)sc3c2)cc1	1%
65	Cc1ccc(S(=O)(=O)c2nnn3c2nc(N2CCCC(C)C2)c2cc(Cl)ccc23)cc1C (configuration not stated)	0%
66	CCC(=O)Nc1ccccc1-c1nc2ccccc2n(CC(=O)c2ccc(Br)cc2)c1=O	-7%
67	CCc1nn2c(=O)cc(COC(=O)c3ccc4c(c3)OCO4)nc2s1	-3%
68	COc1cc(NS(=O)(=O)c2ccc3oc(=O)c4ncn(C)c4c3c2)cc(OC)c1	-2%
69	COc1ccc(NS(=O)(=O)c2ccc3[nH]c(=O)ccc3c2)cc1OC	-2%
70	COc1ccc(CCC(=O)NC2CC(=O)N(c3ccc(C)cc3)C2)cc1 (configuration not stated)	-6%
71	CCOC(=O)c1ccccc1NC(=O)N1CCC(CN2CCCCC2)CC1	1%
72	Cc1cccc(NC(=O)c2sc3nc(-c4cc5ccc(O)cc5oc4=O)[nH]c(=O)c3c2C)c1	-13%
73	CCN(C(=O)Cn1nc(Cc2ccncc2)c2ccccc2c1=O)c1ccc(OC)cc1	-1%
74	CCCC(=O)Nc1ccccc1OCc1cc(=O)n2cc(C)ccc2n1	-6%
75	CCOC(=O)c1c(C)[nH]c(CCC(=O)Nc2cc(C)ccc2OC)c1C	7%

Two of these compounds in another layout:
(70) COc1ccc(CCC(=O)NC2CC(=O)N(c3ccc(C)cc3)C2)cc1 (configuration not stated)
  FLuc counter: -6%
(73) CCN(C(=O)Cn1nc(Cc2ccncc2)c2ccccc2c1=O)c1ccc(OC)cc1
  FLuc counter: -1%

Retrieved one by one from above:
item	mol	FLuc counter
25	O=C(CC1C(=O)N(c2ccccc2)C(=O)N1Cc1ccc(F)cc1)Nc1cccc(F)c1 (configuration not stated)	-8%
51	COc1ccc(N2CC(NC(=O)COc3ccc4ccccc4c3)CC2=O)cc1OC (configuration not stated)	6%
18	Cc1cccc(-n2ncc(C(=O)N3CCOCC3)c2C2CCN(C(=O)OC(C)(C)C)CC2)c1	0%
32	COc1ccc(OC)c(CNC(=O)C2CCN(c3nc4ccccc4nc3C(F)(F)F)CC2)c1	-1%

Going on with the list:
item	mol	FLuc counter
76	COc1ccc(OC)c(NC(=O)c2cnc(N3CCCC3)nc2C)c1	5%
77	CCOc1ccc(CNC(=O)c2cnc(SC)nc2CC)cc1	22%
78	Cc1cccc(OCC(=O)Nc2c(C(=O)N3CCN(c4ccccc4F)CC3)oc3ccccc23)c1	-18%
79	CC1CCN(S(=O)(=O)c2ccc3nc(NCc4ccc(F)cc4)ccc3c2)CC1	3%
80	COc1ccc(C)cc1NC(=O)CN1C(=O)COc2ccc(S(=O)(=O)NC3CCCC3)cc21	-1%
81	COc1cc2nc(NC(=O)c3ccc(S(=O)(=O)N4CCCC4)cc3)sc2cc1OC	6%
82	Cc1ccc(CNC(=O)c2ccc3c(O)c(S(=O)(=O)c4ccc(Cl)cc4)c(=O)[nH]c3c2)cc1	?
83	COCCn1c(CNC(=O)c2cccc(N(C)C)c2)nc2cccnc21	?
84	CC(C)CCOc1ccc(C(=O)Nc2sc3c(c2C#N)CCCCC3)cc1	-12%
85	CCOC(=O)c1c(S(=O)(=O)N2CCCC(C(=O)Nc3cccc(Cl)c3)C2)c(C)n(C)c1C (configuration not stated)	0%
86	Cc1ccc2ccc3cc(C(=O)Nc4ccc(C)c(F)c4)nc3c2[nH]1	-8%
87	CCOc1ccc(NC(=O)NCc2ccc3c(c2)CCN3C(C)=O)cc1	-6%
88	NC(=O)C1CCN(S(=O)(=O)c2cc3c(cc2Cl)NC(=O)CO3)CC1	-2%
89	CC(C)c1nn2c(=O)cc(COC(=O)c3cccc(NC(=O)CCc4ccccc4)c3)nc2s1	-17%
90	Cc1ccc(NC(=O)CN2CCN(C3CCCCC3)C(=O)C2=O)cc1C	3%

Single entries from the entries so far.
FLuc counter result of #85 : 0%
FLuc counter result of #81 : 6%
FLuc counter result of #84 : -12%
FLuc counter result of #86 : -8%
FLuc counter result of #89 : -17%

The list continues:
item	mol	FLuc counter
91	O=C(CSc1nc(=O)n(Cc2ccccn2)c2c1CCC2)Nc1cccc(Cl)c1	2%
92	Cc1cccc(NC(=O)C(=O)c2cc(C)n(-c3ccccc3)c2C)c1C	-2%
93	O=C(Nc1nc2ccc(Cl)cc2s1)c1ccc(S(=O)(=O)N2CCCC2)cc1	1%
94	CCc1cccc(NC(=O)Cn2nc(-c3ccc(OC)cc3)ccc2=O)c1	?
95	CCc1ccccc1NC(=O)c1cnc2sc(N3CCOCC3)nn2c1=O	1%
96	O=C(CSc1nc2c(c(=O)[nH]1)CN(Cc1ccc3c(c1)OCO3)CC2)Nc1ccccc1Cl	4%
97	COc1ccc(-c2nnc(SCC(=O)Oc3cccc(C)c3C)o2)cc1	1%
98	COc1cccc(CNC(=O)c2ccc(-c3nc(CS(=O)(=O)c4ccccc4)c(C)o3)cc2)c1	?
99	CCN(C(=O)Cn1cnc2onc(-c3ccc(F)cc3)c2c1=O)c1cc(C)ccc1C	-1%
100	Cn1ccc2c(OCC(=O)NCc3ccc(F)cc3)cccc2c1=O	5%
101	CC(C)OCCCn1c(=O)c2ccccc2n2c(-c3ccc(F)cc3)nnc12	-6%
102	CSc1ncc(Cl)c(C(=O)Nc2nc3ccc(F)cc3s2)n1	2%
103	Cc1cccc(C)c1NC(=O)CCS(=O)(=O)c1ccc2c(c1)CC(C)N2C(=O)C1CC1 (configuration not stated)	-10%
104	Cc1ccc(NC(=O)c2sc(-n3nc(C)c(CCC(C)C)c3C)nc2C)cc1C	-1%
105	CC(=O)c1ccc(NC(=O)CCc2c(C)nn(-c3ccc(N4CCCCC4)nn3)c2C)cc1	8.5µM*
106	COc1cc(OC)c(NC(=O)c2c(N3CCCC3=O)c3cc(C)ccc3n2C)cc1Cl	7%
107	FC(F)(F)c1cc(-c2ccccc2)nc2cc(-c3ccccc3)nn12	-12%
108	CCCOc1ccc(OC(=O)c2sc3ncn(Cc4cccc(F)c4)c(=O)c3c2C)cc1	4%
109	COc1cc(OC)c(OC)cc1CNCCCSc1nnnn1C	-1%
110	O=C(c1nc(-c2ccc(Cl)cc2)n2c1CCCCC2)N1CCN(c2ccccc2)CC1	1%
111	CCC(C(=O)Nc1ccc(C(C)C)cc1)n1nc(C)n2c(cc3cc(C)ccc32)c1=O (configuration not stated)	-10%
112	Cc1ccc(C)c(NC(=O)Nc2cccc(-c3cn4cccnc4n3)c2)c1	-3%
113	Cc1oc(-c2ccc(C(=O)NCCCOC(C)C)cc2)nc1CS(=O)(=O)c1ccccc1	-11%

An excerpt (hit frequency here may not be typical).
